MsrA act = activators of bovine methionine sulfoxide reductase A | activation, % at 10.6 µM | purified bovine MsrA, absorbance read-out | actives 0.3% (n = 360,000); in the data active means activation above about 7.5%;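 further: 0% = vehicle and 100% = reference activator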
SKN-1 inh = C. elegans SKN-1 inhibition; C. elegans VP596 Pgst-4::GFP/RFP ratio, acrylamide-induced, 24 h; inhibition, % at 21.8 µM; actives 0.49% (n = 360,000); AID 624304;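 active means interference check ratio from 0.5 to 1.5 plus GFP to RFP signal ratio inhibition reaching or exceeding a fixed threshold, cut at about 30% in these data, passing the limit was not always enough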; further: some compounds called inactive have numbers as strong as hits
MsrA inhibitor = bovine MsrA inhibition. purified bovine MsrA, absorbance read-out. actives 0.75% (n = 360,000). inhibition, % at 15.5 µM; in the data active means inhibition above about 4.5%;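 further: 0% = vehicle wells with enzyme and 100% = reference inhibitor wells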
MT1-MMP act inh = blocks activation of human MT1-MMP. P50281. HT1080 RFP-PRO-GFP cells, GFP/RFP ratio fluorescence, overnight; percent of plate control window, DMSO zero. GFP/RFP ratio change, % at 20 µM. actives 0.061% (n = 360,000);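 active means GFP/RFP ratio change of at least 30% with cell ATP level not reduced by more than half and red fluorescence within 50% of control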; further: strong numbers were not always called active
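Assay system: HT1080 cells carrying an RFP-PRO-GFP reporter | Dosing: Single dose of 20 µM compound, 1% DMSO final | Incubation: Cells overnight before dosing, compound overnight, 37 °C, 5% CO2 | Evaluation: GFP/RFP fluorescence ratio | Control set: DMSO and RFP-L50D-GFP cell wells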
MLLE-PAM2 inh = inhibitors of microRNA-mediated deadenylation, human PABP1 MLLE binding. P11940. GST-MLLE / FITC-PAM2 fluorescence polarization. inhibition, % at 20 µM. actives 0.36% (n = 360,000); in the data active means inhibition above about 35%, passing the limit was not always enough;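 further: plate controls were DMSO wells with GST-MLLE for no effect and wells lacking GST-MLLE protein for full effect; some results filed as inactive read as strong as hits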
FAS-TE inh = blocks the thioesterase domain of human fatty acid synthase; actives 0.67% (n = 360,000); AID 602261; P49327; inhibition, % at 15 µM; recombinant FAS-TE, OMFH fluorogenic substrate, fluorescence endpoint;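 active means compounds whose normalised, plate-corrected inhibition of enzyme fluorescence in the single-dose primary screen is 50% or more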;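 further: 0% = DMSO with enzyme and 100% = substrate without enzyme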
Target sequence (P49327 whole entry, looked up, the tested form may be a part): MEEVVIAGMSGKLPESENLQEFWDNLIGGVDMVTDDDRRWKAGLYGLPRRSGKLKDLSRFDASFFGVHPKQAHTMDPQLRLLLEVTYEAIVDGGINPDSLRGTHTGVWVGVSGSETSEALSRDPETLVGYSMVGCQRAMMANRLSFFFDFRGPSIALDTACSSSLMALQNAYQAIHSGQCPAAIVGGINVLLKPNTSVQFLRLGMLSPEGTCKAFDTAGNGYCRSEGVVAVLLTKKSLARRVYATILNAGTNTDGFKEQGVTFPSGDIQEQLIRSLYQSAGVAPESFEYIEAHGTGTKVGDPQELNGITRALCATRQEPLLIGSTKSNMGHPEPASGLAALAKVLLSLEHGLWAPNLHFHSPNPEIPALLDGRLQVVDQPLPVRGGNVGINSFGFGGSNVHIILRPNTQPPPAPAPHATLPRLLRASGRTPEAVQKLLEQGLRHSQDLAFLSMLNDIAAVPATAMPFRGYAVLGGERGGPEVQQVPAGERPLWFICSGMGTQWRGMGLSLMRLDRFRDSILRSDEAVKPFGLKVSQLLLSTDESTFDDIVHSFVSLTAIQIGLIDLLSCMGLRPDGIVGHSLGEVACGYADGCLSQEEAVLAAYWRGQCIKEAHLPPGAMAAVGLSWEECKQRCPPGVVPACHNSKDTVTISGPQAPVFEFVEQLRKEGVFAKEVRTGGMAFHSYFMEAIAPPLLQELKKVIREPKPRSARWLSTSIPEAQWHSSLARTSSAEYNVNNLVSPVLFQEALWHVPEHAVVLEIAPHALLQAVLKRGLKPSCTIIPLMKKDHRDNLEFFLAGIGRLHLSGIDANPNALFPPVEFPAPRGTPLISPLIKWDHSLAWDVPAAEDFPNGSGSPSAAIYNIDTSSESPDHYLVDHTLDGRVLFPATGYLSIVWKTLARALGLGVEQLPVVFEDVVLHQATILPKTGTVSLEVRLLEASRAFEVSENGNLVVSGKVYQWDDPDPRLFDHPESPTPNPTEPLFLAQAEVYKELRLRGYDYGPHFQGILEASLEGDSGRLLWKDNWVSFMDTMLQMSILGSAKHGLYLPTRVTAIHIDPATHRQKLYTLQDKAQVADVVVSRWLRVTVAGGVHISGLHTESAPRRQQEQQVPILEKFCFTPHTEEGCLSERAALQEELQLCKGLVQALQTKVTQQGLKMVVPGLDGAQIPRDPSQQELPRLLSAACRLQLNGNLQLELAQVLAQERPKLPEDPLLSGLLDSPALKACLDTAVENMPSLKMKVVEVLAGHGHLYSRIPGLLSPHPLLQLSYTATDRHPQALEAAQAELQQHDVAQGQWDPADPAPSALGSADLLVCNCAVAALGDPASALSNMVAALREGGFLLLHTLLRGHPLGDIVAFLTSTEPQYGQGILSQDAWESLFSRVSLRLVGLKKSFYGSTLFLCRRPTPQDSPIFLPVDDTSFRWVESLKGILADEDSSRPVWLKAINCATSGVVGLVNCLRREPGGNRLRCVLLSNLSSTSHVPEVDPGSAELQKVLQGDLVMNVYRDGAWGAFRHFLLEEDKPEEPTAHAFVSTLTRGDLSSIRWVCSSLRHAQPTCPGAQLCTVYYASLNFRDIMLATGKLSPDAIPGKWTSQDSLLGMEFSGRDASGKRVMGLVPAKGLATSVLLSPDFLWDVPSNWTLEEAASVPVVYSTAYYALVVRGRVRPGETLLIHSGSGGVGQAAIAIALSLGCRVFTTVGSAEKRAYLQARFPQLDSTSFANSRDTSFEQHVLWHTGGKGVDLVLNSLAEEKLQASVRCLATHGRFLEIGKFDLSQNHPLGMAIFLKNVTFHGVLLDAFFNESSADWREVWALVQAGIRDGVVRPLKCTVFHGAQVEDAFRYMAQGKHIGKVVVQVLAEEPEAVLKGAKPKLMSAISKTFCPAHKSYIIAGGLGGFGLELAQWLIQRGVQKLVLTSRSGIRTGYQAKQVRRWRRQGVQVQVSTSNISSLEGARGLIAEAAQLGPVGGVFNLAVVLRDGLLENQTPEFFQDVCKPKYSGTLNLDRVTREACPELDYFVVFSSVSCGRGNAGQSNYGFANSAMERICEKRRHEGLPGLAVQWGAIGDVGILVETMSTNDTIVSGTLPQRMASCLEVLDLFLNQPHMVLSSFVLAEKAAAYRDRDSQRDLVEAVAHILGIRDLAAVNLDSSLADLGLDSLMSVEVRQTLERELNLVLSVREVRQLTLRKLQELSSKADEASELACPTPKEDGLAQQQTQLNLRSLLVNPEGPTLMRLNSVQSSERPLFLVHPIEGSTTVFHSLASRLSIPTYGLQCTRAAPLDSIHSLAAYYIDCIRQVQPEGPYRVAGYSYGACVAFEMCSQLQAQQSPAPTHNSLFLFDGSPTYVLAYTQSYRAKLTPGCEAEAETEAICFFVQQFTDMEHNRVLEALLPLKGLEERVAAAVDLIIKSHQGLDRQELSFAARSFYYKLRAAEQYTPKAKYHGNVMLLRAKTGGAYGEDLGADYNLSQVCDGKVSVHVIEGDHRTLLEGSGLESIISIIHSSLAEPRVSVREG
E coli Lon inh = inhibitors of E. coli Lon protease; purified E. coli Lon protease, fluorescence polarization; AID 602123; actives 0.42% (n = 360,000); inhibition, % at 7.94 µM; P0A9M0; in the data active means inhibition above about 13%, passing the limit was not always enough;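 further: 0% = enzyme with probe and DMSO and 100% = no enzyme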
NRP1-CendR mod = NRP-1/CendR interaction modulation. O14786. FAM-RPARPAR peptide binding to NRP-1, fluorescence polarization. inhibition, % at 25 µM. actives 0.85% (n = 360,000). AID 602438;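 active means inhibition or corrected inhibition above about 18%, plus a signal ratio from 0.5 to 1.5, limit read from the data, passing the limit was not always enough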; further: strong numbers were not always called active
TbMetRS inhib = Trypanosoma brucei MetRS inhibition | actives 0.4% (n = 360,000) | purified T. brucei MetRS, ATP depletion, Kinase-Glo luminescence | inhibition, % at 11.9 µM;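 active means inhibition above a per-plate cutoff of the control wells' mean inhibition plus 3 SD, cut at about 5.5% in these data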;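 further: 0% = DMSO wells median and 100% = median of wells with control inhibitor compound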
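technique = Kinase-Glo luminescence, ATP depletion format | system = purified MetRS (methionyl-tRNA synthetase) enzyme from Trypanosoma brucei | timing = 15 min preincubation, 2 h reaction, all 25 °C | evaluation = percent inhibition versus plate control medians | dosing = single dose, 11.9 µM final nominal, 0.9% final DMSO | also added = substrates ATP, L-methionine and bulk Escherichia coli tRNA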
The depositor's hits bear a star; x = not tested or not shown.

Each structure is followed by: MsrA act, SKN-1 inh, MsrA inhibitor, MT1-MMP act inh, MLLE-PAM2 inh, FAS-TE inh, E coli Lon inh, NRP1-CendR mod, TbMetRS inhib
- Cc1ccc(S(=O)(=O)c2ncccc2N)cc1
 : -2, 18, 3.3, -2, -8, -6, 0, 56*, 0.0
- CS(=O)(=O)c1ccc2nc(N)sc2c1
 : -3, 14, 1.6, -3, 9, -6, 3, -4, -0.3
- CCN(CCCNC(=O)c1cc2c(-c3cccc(OC)c3)nn(C)c2s1)Cc1ccccc1
 : 0, 17, 3.1, 1, -5, 9, -3, -2, -1.2
- Cc1ccc(C)c(CSCc2nc3ccccc3[nH]2)c1
 : -2, -8, 0.2, 0, 8, 7, -6, 0, 0.8
- COC(=O)C1=C(C)NC(C)=C(C(=O)OCC2CCCO2)C1c1cccc(Cl)c1 (stereo unspecified)
 : -6, 0, -0.6, -5, -5, 10, 22*, 7, -0.7
- CC1CCC2(CC1)NC(=O)N(CC(=O)N1CCc3ccccc3C1)C2=O (stereo unspecified)
 : -1, 3, -0.8, 4, 10, -1, -3, -1, 0.2
- COC(=O)C1CCC(C)(C(=O)Nc2ccccc2)C1(C)C (stereo unspecified)
 : -5, 4, 0.2, -3, -5, -6, -5, -3, -0.6
- Cc1c(OC(C)C(=O)NCC2CCC(C(=O)O)CC2)ccc2c(-c3ccccc3)cc(=O)oc12 (stereo unspecified)
 : 0, -9, 2.6, 4, 14, 0, -1, 10, -0.6
- O=C(O)c1ccc(S(=O)(=O)c2ccccc2)s1
 : -6, 7, 0.3, -1, -1, -2, -8, 13, 0.1
- O=c1c2nnn(-c3ccc(Cl)cc3)c2ncn1Cc1ccccn1
 : -3, -2, 1.8, 5, -7, -1, -1, -12, -0.5
- O=C(N/N=C/c1ccc(O)cc1)c1csc2c1CCCC2
 : -5, -2, 1.4, 3, -8, -5, -4, -8, -0.3
- Cc1ccc(NS(=O)(=O)c2c(C(=O)N3CCOCC3)c(C)n(C)c2C)cc1
 : -4, -8, 0.9, -3, -6, -11, -10, 6, -0.7
- O=C(O)C(CO)N=Cc1c(O)c2ccccc2oc1=O (stereo unspecified)
 : -9, 5, 4.6*, -9, 4, -6, 2, -5, -1.5
- CCOC(=O)/C(=C\C=C\c1ccccc1)NC(=O)c1ccccc1
 : -13, 7, 6.8*, 6, 15, 18, 6, 4, -0.2
- COc1ccc(S(=O)(=O)NCC(c2cccnc2)N2CCN(C)CC2)cc1OC (stereo unspecified)
 : -6, 2, -0.5, -2, 1, -4, 6, -21, -0.6
- COC(=O)c1ccc(C(=O)OCc2nc3cc4ccccc4cc3[nH]2)cc1
 : -1, 3, 1.0, 4, 6, 10, -7, -20, 3.4
- COCCOC(=O)c1c(C)n(C)c2ccc(OC(=O)N3CCOCC3)cc12
 : 3, -2, 0.4, 8, 2, -1, 14, 17, -0.7
- OCCSc1nnc(Nc2ccccc2)s1
 : 1, -7, 1.6, -1, 1, -7, 10, 14, 0.1
- CCOc1ccc(NC(=O)CN(c2ccc([N+](=O)[O-])cc2)S(=O)(=O)c2ccccc2)cc1
 : -3, 6, -0.4, -1, -5, 55*, 7, -1, 0.7
- CC(C)C(NS(=O)(=O)c1cccc2nsnc12)C(=O)Nc1nccs1 (stereo unspecified)
 : -4, -18, -0.8, -1, -1, -3, 0, 2, -0.7
- CCOC(=O)N1CCN(S(=O)(=O)c2c(C)cc(C)cc2C)CC1
 : -5, 2, 1.1, 1, -1, -2, 5, -3, -0.7
- CCOC(=O)CN1CC23C=CC(O2)C(C(=O)N2CCN(c4ccc(F)cc4)CC2)C3C1=O (stereo unspecified)
 : -2, -8, 1.8, 1, 8, -6, -3, -15, -0.9
- COc1ccccc1-n1ccnc1SCC(=O)NC1CCCC1
 : 0, 5, -0.2, 0, 9, -3, -2, 4, 0.1
- Cc1nccn1CCC(=O)O
 : -3, 15, -1.1, -1, -5, -6, -6, 0, 0.6
- CC(C)(C)OC(=O)NCCc1onc(-c2ccc([N+](=O)[O-])cc2)c1C(=O)O
 : -2, 2, 0.3, 0, -8, 30, -10, -14, 0.1
- CCN(CC)S(=O)(=O)c1cc(NC(=O)Cc2ccc(S(=O)(=O)N3CCOCC3)s2)ccc1Cl
 : -3, 7, 0.9, -5, 8, 22, -8, -6, 1.2
- CC(C)[C@H](NC(=O)OCc1ccccc1)C(=O)OCC(=O)Nc1ccc(N2CCOCC2)cc1
 : -3, 9, -1.2, 0, -39, -2, -3, -3, 0.3
- O=C1NCCCc2c1oc1ccc(O)cc21
 : -5, 12, 2.2, -4, 5, -7, 7, -4, 0.5
- O=C(COn1nnc2ccc(Cl)cc21)Nc1ccc(F)cc1
 : -1, 16, 0.5, 4, 1, 13, 9, 4, 0.1
- CCNc1nc(NCC)nc(SCCOC(=O)COc2ccc(Cl)cc2Cl)n1
 : -8, -3, 0.2, 3, -11, 16, 2, -9, -1.2
- CC[C@H](C)[C@@H]1NC(=O)[C@@H](CC(C)C)NC(=O)[C@H](C(C)C)NC(=O)[C@H]2CSSC[C@H](NC1=O)C(=O)N2
 : 1, 7, 0.0, -23, -2, -132, 0, 3, 1.1
- COc1ccc(NC(=O)c2csc(Cc3ccccc3)n2)cc1
 : -1, -10, 0.5, -3, -2, 12, -8, -2, 0.1
- FC(F)(F)c1cccc(N2CCN(c3ccc4nnc(-c5ccccc5)n4n3)CC2)c1
 : -1, 2, 0.8, -7, 2, 30, -2, 0, -1.2
- O=C(NNC(=O)c1ccccc1[N+](=O)[O-])c1ccc(NC(=O)c2ccccc2)cc1
 : -2, 6, -0.7, 0, 14, -11, 3, 20, -0.5
- Cn1ncc(Br)c1N1C(=O)CCC1=O
 : -4, -2, 0.2, 2, 5, -3, -4, 12, -0.2
- CC[C@]12c3[nH]c4ccc(Cl)cc4c3CCN1C(=O)[C@@H](CC(=O)NCCCn1ccnc1)C[C@@H]2C(=O)N1CCN(C(=O)C2CC2)CC1
 : -1, -17, -0.3, 2, 3, -4, -6, -26, -0.1
- CC(=O)c1ccc(N2CCN(C(=O)C(=O)c3cn(CC(=O)N4CCOCC4)c4ccccc34)CC2)cc1
 : -5, -7, 6.8*, 4, -7, -8, -7, 4, -0.2
- CCCc1cc(=O)oc2cc(OCC(=O)NCCCN3CCOCC3)ccc12
 : -2, -2, 1.5, -3, -2, -5, 5, 7, -0.1
- O=c1[nH]c(=S)[nH]cc1Oc1ccc(Br)cc1Br
 : 1, 5, 0.7, x, 36, -6, -5, 1, 0.0
- O=C(Nc1ccc(Cl)c(Cl)c1)N1CC=C(c2ccccc2)CC1
 : -3, 13, 0.1, -6, -10, 16, 1, -3, 0.3
- COc1cccc(/C=N/Nc2nn3cnnc3c3ccccc23)c1O
 : -6, -24, 1.9, 8, -9, 10, -40, -7, -0.9
- CCCc1cc(=O)n2[nH]c(C)c(-c3ccccc3OC)c2n1
 : -3, 14, 0.0, -1, -2, -1, -8, 4, -0.2
- Cc1ccc2c(C(=O)CCl)c(C)[nH]c2c1
 : 1, 8, 0.1, 3, -18, -1, -1, -15, -0.5
- COc1ccc(CCC(=O)N/N=C\c2cccs2)cc1
 : -2, 9, 0.7, 0, 1, -5, -8, 17, -0.2
- CC(=O)Nc1ccc(NC(=O)CSc2nnc3ccc(-c4ccc(F)cc4)nn23)cc1
 : 2, -2, 0.1, 2, 5, -3, -4, -6, -0.3
- CC1CC(C)CN(S(=O)(=O)c2ccc(C(=O)Nc3nnc(C4CC4)o3)cc2)C1 (stereo unspecified)
 : -2, -1, 0.3, -8, -22, 6, 1, -5, 0.0
- Cc1ccc(OCc2cc(C(=O)N3CCN(C4CCCCC4)CC3)no2)cc1C
 : -1, 0, -0.7, 1, 0, 13, 1, 5, -0.4
- CNC(=O)CN(C1CCCCC1)S(=O)(=O)c1ccc(OC)c(Cl)c1
 : -3, -18, 1.4, -3, -107, -6, -3, -3, -0.8
- COc1ccccc1N1CCN(C(=O)c2ccc(-c3nc4ccccc4s3)o2)CC1
 : -1, 11, 1.1, -1, 0, 30, -6, -10, -0.5
- COc1ccccc1CC(=O)NN1C(=O)c2ccccc2C1=O
 : -7, 7, -0.2, -1, 5, -7, -7, -120, -1.0

(next part)
Each structure is followed by: MsrA act, SKN-1 inh, MsrA inhibitor, MT1-MMP act inh, MLLE-PAM2 inh, FAS-TE inh, E coli Lon inh, NRP1-CendR mod, TbMetRS inhib
- CCN(CC)CC(=O)Nc1sc(C)c(C)c1C(=O)c1ccc(C)cc1
 : -3, 3, 0.5, -5, -8, 29, -6, 10, 0.5
- CCC(C)c1ccc(NC(=O)C2CC3CCC2C3)cc1 (stereo unspecified)
 : -4, 13, -1.5, 0, 22, 27, 7, 6, -0.6
- CC(=O)c1ccc(NC(=O)CCNS(=O)(=O)c2ccccc2F)cc1
 : -1, 3, -1.1, -2, -7, -5, -1, 12, -0.1
- CCn1c(SCc2ccccc2)nnc1-c1ccc(S(=O)(=O)N2CCCCC2)cc1
 : 4, 13, -0.7, -15, -8, 16, 3, 5, -1.0
- COc1ccc(CCNS(=O)(=O)c2ccc(Br)s2)cc1
 : -4, -7, 0.2, -3, -19, 12, -16, -1, -0.3
- Cc1c(N=C2NC(=O)C(CC(=O)Nc3ccc(Cl)cc3)S2)c(=O)n(-c2ccccc2)n1C (stereo unspecified)
 : -3, 8, -0.5, -2, 14, 4, -9, -4, 1.0
- Cc1ncc(CN2CCN(CCC(C)C)C(CCO)C2)s1 (stereo unspecified)
 : -4, -8, 1.1, -1, 15, -10, -3, 1, 0.4
- COc1cccc(NC(=O)CN2C(=O)C3(OCCCO3)c3ccccc32)c1
 : -4, 11, x, 0, -3, -2, -6, 2, -0.1
- CCCCC1CC(CSC(=N)N)OC1=O (stereo unspecified)
 : -2, 6, 0.0, 1, 11, -7, 0, 0, 0.1
- CCOC(=O)c1cc(-c2ccccc2)n(CCC(=O)N2CCN(c3ccccn3)CC2)c1C
 : -2, 8, 1.3, -2, 10, 8, 8, -8, 0.6
- CC1=C(C(=O)N(C)C)CC(CC(=O)NCCCCc2ccccc2)C(=O)N1CCCN1CCCC1=O (stereo unspecified)
 : -8, -6, 0.1, 4, 3, -6, -9, -6, 0.2
- Brc1ccc2nc(CSc3ncn[nH]3)cn2c1
 : -6, 1, -0.2, 6, 13, -10, -2, 0, -1.3
- O=C(Cn1c(=O)sc2ccccc21)Nc1ccc(O)cc1
 : 0, -2, 1.4, 6, 4, -4, 3, 10, 0.0
- COc1cc(/C=N/NC(=O)c2c(-c3ccccc3)noc2C)cc(OC)c1OC
 : -1, 5, -1.0, 8, 2, -3, 10, 4, 0.2
- Cn1c(=O)n(Cc2ccccc2)c(=O)c2c1nc1n2CCCN1C1CCCCC1
 : -10, -13, -0.3, 9, -20, 11, -7, 1, -0.8
- Cn1cccc1/C=C(/C#N)C(N)=S
 : -3, 3, 1.0, 0, 28, -11, 0, 0, -0.5
- COc1cccc(CN2CC(C(=O)NCCCCc3ccccn3)CCC2=O)c1 (stereo unspecified)
 : -2, 2, -1.3, -2, -2, -7, 4, 1, -0.1
- Cc1ccccc1OCC(=O)NCCNC(=O)c1ccccn1
 : -1, 3, -0.3, 1, 6, -2, -10, 1, -0.2

Records listed above shown as hits in NRP1-CendR mod:
SMILES | MsrA act | SKN-1 inh | MsrA inhibitor | MT1-MMP act inh | MLLE-PAM2 inh | E coli Lon inh | NRP1-CendR mod | TbMetRS inhib
Cc1ccc(S(=O)(=O)c2ncccc2N)cc1 | -2 | 18 | 3.3 | -2 | -8 | 0 | 56* | 0.0

Source: PubChem (several laboratories)

Rows were taken by chance; about 4% have a hit in one of these screens.
